uPA surface inh: qHTS for Inhibitors of Cell Surface uPA Generation | cell surface uPA generation assay, qHTS | Potency, µM (series often up to 38.3 µM), for the others: at the highest dose activity change, negative = inhibition, usual class: inhibitors | hit rate 0.31% among 330,000; active = well fitted inhibition curve with a large enough effect; inconclusive = small, poorly fitted or top-dose-only effect; inactive = no such curve, though single readings can be large or run the other way; tested in mouse RAW 264.7 cells; note: potency is the fitted concentration of half-maximal effect; % is set by controls: 0 for no effect and ±100 for the full control effect; nearly all actives have a fitted effect of over 55% in size
TCR act: Activators of T cell receptors: qHTS campaign; primary human leukocytes, anti-CD3, IL-2 HTRF, 48 h; Potency, µM (highest dose often 9.22 µM), for inactives: at the top dose activation of IL-2 secretion, actives largely listed as activators; 330,000 tested, under 10 active; AID 504894, 2011; note: % of control where 0% means no effect
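HTRF read-out of IL-2 secretion: europium cryptate donor excited at 320nm, d2 acceptor emission at 665nm. Cells were primary human leukocytes incubated 48 hr with compounds and a-CD3 beads, supplying TCR signal only.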
Mito fusion act: qHTS Assay for Small Molecule Inhibitors of Mitochondrial Division or Activators of Mitochondrial Fusion | S. cerevisiae fusion-defective mutant growth rescue, CellTiterGlo 48 h | Potency, µM (highest dose often 46.1 µM), without a hit: at the highest dose growth rescue (activation), actives largely listed as activators | hit rate 0.23% among 320,000;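 note: potency is the fitted concentration of half-maximal effect; % of control where 0% means no effect; nearly all actives have a fitted effect of over 45% in size; temperature-sensitive fusion mutants such as fzo1-1 at 37 °C on non-fermentable ethanol glycerol medium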
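Compounds are tested for their ability to restore growth of mitochondrial fusion-defective yeast strains at non-permissive 37C in YPEG medium over 48 hours. Viability is quantified by luciferase luminescence.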
Eya2 phos inh: qHTS Assay for Inhibitors of the Phosphatase Activity of Eya2. recombinant Eya2, OMFP fluorescence dephosphorylation (OMFP is methylfluorescein phosphate). Potency, µM (top dose mostly 76.9 µM), without a hit: at the top dose activity, negative = inhibition, hits mostly inhibitors. hit rate 0.006% among 330,000. AID 488837, 2010; note: potency is the fitted concentration of half-maximal effect; % is set by controls: 0 for no effect and ±100 for the full control effect
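Eya2 protein (added as 0.2 uM solution) was preincubated with compound for 10 min at ambient temperature in 50 mM HEPES pH 7.5, 50 mM NaCl, 5 uM MgCl2, 0.05% BSA, 1 mM DTT. OMFP (added at 50 uM) then reacted 10 min; fluorescence read at 485/525 nm.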
Tb PFK inh: qHTS Assay to Find Inhibitors of T. brucei phosphofructokinase | T. brucei PFK, ADP-Glo luminescence | Potency, µM (highest dose often 57.5 µM), inactives show at the top dose activity, negative = inhibition, actives largely listed as inhibitors | hit rate 0.17% among 330,000 | AID 485367, 2010;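 note: potency is the fitted concentration of half-maximal effect; 0% = uninhibited 1x PFK enzyme wells and -100% = no-enzyme wells; nearly all actives have a fitted effect of over 60% in size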
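In TEA buffer at pH 8.0 with 5 mM MgCl2, enzyme (1.25 nM) converted F6P (0.5 mM) and ATP (0.1 mM) for 45 min at room temperature. ADP product was read by luciferase luminescence.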
ELG1 DNA repair: qHTS screen for small molecules that inhibit ELG1-dependent DNA repair in human embryonic kidney (HEK293T) cells expressing luciferase-tagged ELG1; HEK293T ELG1-luciferase reporter, luminescence, 16 h; DNA damage induced by 5-fluorouridine; Potency, µM (series often up to 46.1 µM), without a hit: top-dose activity change, negative = inhibition, usual class: inhibitors; hit rate 2.3% among 330,000; AID 504467, 2011; note: potency is the fitted concentration of half-maximal effect; % is set by controls: 0 for no effect and ±100 for the full control effect; nearly all actives have a fitted effect of over 55% in size
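Cells (2,000 per well) received 5-fluorouridine plus test compound or DMSO and were incubated 16 hr at 37 °C, 5% CO2. Luciferase activity was read by luminescence 30 min after ONE-Glo addition; signal suppression marked inhibition of damage-induced ELG1 function.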
TSHR antagonist: Antagonists of the Thyroid Stimulating Hormone Receptor: HTS campaign. hit rate 0.2% among 330,000. AID 504810, 2011. TSHR-expressing cells, TSH-stimulated cAMP HTRF, 2 h; hits give low values. activity change, negative = inhibition, % at 11.5 µM. Thyrotropin receptor (Homo sapiens), P16473;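 active = activity change below a set negative limit, meaning inhibition stronger than a set level, cut at about -70% in these data; inconclusive = activity change between two set negative limits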; note: % is set by controls: 0 for no effect and ±100 for the full control effect
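Inhibition of cAMP made by TSHR-expressing cells under TSH stimulation (4nM final, EC80; 2 h, 37 deg C) is quantified with a one-step lysis HTRF kit, anti-cAMP cryptate versus cAMP-d2.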
USP2a block: qHTS Assay for Inhibitors of Ubiquitin-specific Protease USP2a Using CHOP2 as the Reporter; Ubiquitin carboxyl-terminal hydrolase 2 (Homo sapiens), O75604; USP2 core, Ub-CHOP2 coupled fluorogenic reporter, 485/531; Potency, µM (top dose mostly 38.3 µM), without a hit: top-dose activity change, negative = inhibition, hits mostly inhibitors; hit rate 0.01% among 330,000;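 note: potency is the fitted concentration of half-maximal effect; plate controls were DMSO wells for no effect and full inhibition by NEM control for full effect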
Target sequence (O75604 whole entry, looked up): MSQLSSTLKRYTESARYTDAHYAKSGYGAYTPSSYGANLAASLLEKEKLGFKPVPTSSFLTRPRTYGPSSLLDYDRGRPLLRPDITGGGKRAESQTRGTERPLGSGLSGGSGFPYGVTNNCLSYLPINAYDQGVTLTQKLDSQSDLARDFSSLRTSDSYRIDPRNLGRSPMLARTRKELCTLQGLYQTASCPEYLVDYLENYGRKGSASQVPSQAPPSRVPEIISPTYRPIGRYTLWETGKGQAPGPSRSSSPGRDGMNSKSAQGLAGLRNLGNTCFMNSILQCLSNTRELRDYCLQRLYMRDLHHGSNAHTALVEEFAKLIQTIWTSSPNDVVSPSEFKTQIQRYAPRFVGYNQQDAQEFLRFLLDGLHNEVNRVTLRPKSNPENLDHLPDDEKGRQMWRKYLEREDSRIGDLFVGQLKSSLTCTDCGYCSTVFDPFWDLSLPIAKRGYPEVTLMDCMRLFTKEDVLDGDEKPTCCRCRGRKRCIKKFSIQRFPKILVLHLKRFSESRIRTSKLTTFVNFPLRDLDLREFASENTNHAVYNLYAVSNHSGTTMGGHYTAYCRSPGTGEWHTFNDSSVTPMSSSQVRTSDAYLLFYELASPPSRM
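Cell-free coupled assay: 10nM USP2 core preincubated 30min RT with compound in Tris-HCl pH 8.0/CaCl2/CHAPS buffer, then 25nM Ub-CHOP2 and 25nM reporter substrate; fluorescence (Ex 485/Em 531) read after 60min RT, normalized to NEM inhibition, concentration-response curves fitted.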
Chronic BCR inh: qHTS Assay to Find Inhibitors of Chronic Active B-Cell Receptor Signaling | Potency, µM (titrated, usually from 46.1 µM), without a hit: at the highest dose ratio change, negative = lower green/red ratio, hits mostly inhibitors | hit rate 0.05% among 340,000 | ABC-DLBCL IkBa-CBG/CBR reporter, luminescence ratio, 4 h; active = well fitted inhibition curve with a large enough effect in the signal ratio, with a control signal flat, not every such curve was filed as active; inconclusive = small, poorly fitted or top-dose-only effect, or effect the other way, or a change in a side signal; the % refers to the signal ratio;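 note: potency is the fitted concentration of half-maximal effect; plate controls were basal doxycycline-induced cells for no effect and cells given 10 µM MG132 for full effect; MG132 reads +100%, hits lower the ratio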
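Doxycycline induced both beetle luciferases in TMD8 lymphoma cells; IKK-driven degradation limits the IkappaBalpha-fused green signal, while red luminescence normalises for cell number and nonspecific effects. Compounds tested up to 46 uM, 4 hrs.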
B2AR arrestin: qHTS assay of beta-arrestin-biased ligands of beta2-adrenergic receptor. beta-arrestin recruitment to beta2AR, cell-based reporter. Potency, µM (top dose mostly 46.1 µM), for the others: at the highest dose activation, actives largely listed as activators. Beta-2 adrenergic receptor (Homo sapiens), P07550. hit rate 0.02% among 330,000;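 note: potency is the fitted concentration of half-maximal effect; 0% = DMSO controls and full agonism = EC100 isoproterenol or metaproterenol; nearly all actives have a fitted effect of over 65% in size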
Target sequence (P07550 whole entry, looked up): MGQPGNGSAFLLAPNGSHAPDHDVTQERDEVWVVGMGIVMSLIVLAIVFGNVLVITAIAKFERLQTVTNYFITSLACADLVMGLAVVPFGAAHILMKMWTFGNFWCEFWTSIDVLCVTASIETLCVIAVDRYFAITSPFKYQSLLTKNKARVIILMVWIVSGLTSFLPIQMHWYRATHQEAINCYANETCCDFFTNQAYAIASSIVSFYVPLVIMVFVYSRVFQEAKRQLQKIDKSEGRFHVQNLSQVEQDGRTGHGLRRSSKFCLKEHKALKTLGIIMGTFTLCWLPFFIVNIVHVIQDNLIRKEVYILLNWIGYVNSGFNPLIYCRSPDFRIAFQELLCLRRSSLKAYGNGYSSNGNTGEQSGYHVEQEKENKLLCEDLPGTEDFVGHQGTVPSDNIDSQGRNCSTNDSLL
PTAP TSG101 blk: qHTS Assay for Iinhibitors of HIV-1 Budding by Blocking the Interaction of PTAP/TSG101. Fluorescence polarization, FITC-PTAP peptide / Tsg101 binding. Potency, µM (highest dose often 115 µM), without a hit: at the top dose activity change, negative = inhibition, actives largely listed as inhibitors. 340,000 tested, under 10 active; active = well fitted inhibition curve with a large enough effect in the main read-out, with a control signal flat, not every such curve was filed as active; inconclusive = small, poorly fitted or top-dose-only effect, or effect the other way, or a change in a side signal; inactive = no such curve, though single readings can be large or run the other way; note: potency is the fitted concentration of half-maximal effect; % of control where 0% means no effect
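Steps: Tsg101 binding domain dispensed (10 uM final), compounds pinned in DMSO, FITC-labeled PTAP-motif peptide added (50 nM final); after 20 min binding at room temperature, polarization measured.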
The depositor's hits bear a star; ? = inconclusive; . = no result given; [ ] = another dose, or the depositor's remark. Unless noted, calls come from the whole dose curve; as a rule, active = well fitted curve in the direction sought with a large enough effect; inconclusive = small, poorly fitted or top-dose-only effect, or another doubt; inactive = no such curve, though single readings can be large; an effect the other way counts as inactive or inconclusive.

SMILES	uPA surface inh	TCR act	Mito fusion act	Eya2 phos inh	Tb PFK inh	ELG1 DNA repair	TSHR antagonist	USP2a block	Chronic BCR inh	B2AR arrestin	PTAP TSG101 blk
Cc1onc(-c2ccccc2)c1C(=O)NCc1cccs1	-3%	-1%	6%	14%	3%	-6%	1	1%	9%	2.6%	-7%
CC(C)(C)C(=O)N1CCN(c2ccc([N+](=O)[O-])c(NCc3cccnc3)c2)CC1	-1%	0%	4%	4%	0%	?	-5	0%	-1%	-0.3%	0%
Cc1ccc(C)c(CN2C(=O)C3CCCN3c3ccc(S(=O)(=O)N4CCOCC4)cc32)c1 (configuration not stated)	.	.	-4%	3%	5%	-2%	-2	-2%	2%	0.1%	.
COc1ccc(NC(=O)N2CCCC(C(=O)NCCc3ccccc3)C2)cc1 (configuration not stated)	-2%	2%	-2%	0%	1%	?	30	2%	11%	0.4%	-3%
COc1ccc(N2CCN(C(=O)Cc3ccc(C)cc3)CC2)cc1	2%	.	4%	1%	2%	-7%	-1	-1%	0%	-0.4%	-1%
Cc1ccc(S(=O)(=O)Nc2ccc(C(=O)N3CCCC3)cc2)c(C)c1NS(C)(=O)=O	-1%	5%	-5%	10%	2%	5%	7	-1%	6%	-0.9%	-3%
COc1cc(CN2CCN(S(=O)(=O)c3ccccc3)CC2)cc(OC)c1OC	33%[activator]	1%	4%	-7%	0%	-17%	-10	1%	-4%	-0.5%	2%
O=C(COc1ccc2ccc(=O)oc2c1)Nc1c(Cl)cccc1C(F)(F)F	0%	-5%	2%	-4%	-8%	-7%	4	1%	0%	0.4%	-5%
O=C(Cc1ccc(Cl)cc1)NNC(=S)NC(=O)c1cccnc1	6%	2%	7%	-1%	-2%	10%	3	1%	4%	0.0%	-4%
Cc1cccc(NC(=O)c2cc3n(n2)C(C(F)(F)F)CC(C2CC2)N3)c1C (configuration not stated)	4%	7%	4%	0%	0%	9%	13	4%	?	0.3%	-2%
CC(C)CCNC(=O)c1cccc(S(=O)(=O)N2CCc3ccccc32)c1	4%	4%	5%	-31%	-4%	-18%	-14	2%	-4%	0.2%	-4%
Cc1ccc(NC(=O)CSc2nccn2C)cc1S(=O)(=O)N1CCOCC1	5%	-3%[46.1 µM]	-1%	-20%	0%	-3%	2	5%	0%	-0.3%	-2%
CN(C1CCS(=O)(=O)C1)S(=O)(=O)c1ccccc1 (configuration not stated)	2%	-7%	21%	-5%	0%	-28%	33	-1%	?	0.1%	-1%
COC(=O)c1c(NC(=O)Cc2cccs2)sc(C(=O)N2CCCCC2)c1C	-4%	-4%[46.1 µM]	13%	-13%	-2%	26µM*	0	-5%	-1%	0.2%	-7%
COc1cccc(N2CC(=O)N(NC(=O)CSc3nc(C)cc(C)c3C#N)CC2=O)c1	-2%	5%[46.1 µM]	0%	-2%	-3%	-2%	1	3%	1%	-1.2%	2%
CC(=O)OC1C2CCC1C([N+]1(C)CCCCC1)CC2 (configuration not stated)	-3%	-5%	-7%	6%	-4%	10%	2	-2%	-5%	-0.2%	0%
Nc1c([N+](=O)[O-])cc(-c2cnc[nH]2)cc1[N+](=O)[O-]	5%	5%	-13%	5%	2%	-7%	6	2%	-3%	-0.2%	-2%
CCN(CC)c1ccc(NC(=O)CN2CCN(c3nc(C)cc(C)n3)CC2)cc1	-6%	2%	-4%	-27%	-6%	0%	2	-2%	?	-0.3%	-3%
COC(=O)c1ccc(N)c(CS(=O)(=O)c2ccc(Cl)cc2)c1	7%	4%	7%	-7%	5%	-8%	2	1%	0%	-0.2%	-6%
COc1ccc(NS(=O)(=O)c2cc(NC(=O)c3cnccn3)ccc2OC)cc1Br	-1%	-4%	1%	9%	2%	?	2	-1%	6%	0.2%	-3%
CCCCC(=O)Nc1cccc(NC(=O)CC)c1	0%	-6%	2%	-9%	-1%	9%	3	0%	14%	-0.6%	-6%
O=C(O)[C@@H]1CCCN1S(=O)(=O)c1cccc(S(=O)(=O)N2CCC[C@H]2C(=O)O)c1	0%	0%	-2%	-2%	-1%	-1%	-8	1%	-2%	-0.8%	-2%
C/C(=N\O)C(=O)NCc1ccncc1	6%	-1%	2%	-4%	-1%	0%	2	1%	0%	-0.2%	-3%
CN1CCN(C(=O)/C(=C/c2ccccc2)c2ccccc2)CC1	.	6%	1%	-40%	0%	3%	-1	1%	0%	0.3%	-5%
O=C(Nc1cccc(S(=O)(=O)N2CCCCCC2)c1)c1ccc2c(c1)OCO2	-10%	0%[46.1 µM]	20%	-7%	0%	?	-16	-9%	?	0.0%	0%
(next part)
SMILES	uPA surface inh	TCR act	Mito fusion act	Eya2 phos inh	Tb PFK inh	ELG1 DNA repair	TSHR antagonist	USP2a block	Chronic BCR inh	B2AR arrestin	PTAP TSG101 blk
O=C(CSc1ccccc1)Nc1cc(S(=O)(=O)N2CCOCC2)ccc1N1CCOCC1	6%	1%	-3%	-7%	2%	?	-10	3%	-11%	-0.3%	0%
O=C(O)C(CC1CCCCC1)N1CCS(=O)(=O)CC1 (configuration not stated)	-4%	2%	2%	1%	0%	4%	4	4%	-1%	-0.2%	0%
COc1ccc(NC(=O)c2ccc(-n3cccn3)nc2)cc1	.	-4%	1%	-5%	-2%	1%	-8	1%	1%	-0.4%	-1%
Cc1cc(SCC(=O)NC(=O)c2cccn2C)nc2ccccc12	-7%	3%	-3%	0%	-4%	0%	-4	3%	1%	0.4%	-5%
COc1ccc(-c2nc(CS(=O)CC(=O)N3CCN(C)CC3)c(C)o2)cc1 (configuration not stated)	-15%	3%	-3%	-3%	0%	21%	7	2%	2%	0.2%	-7%
COc1ccc(-c2nn(-c3ccccc3)cc2C(=O)NC2CCC(C)CC2)cc1 (configuration not stated)	2%	3%	-3%	11%	5%	5%	0	3%	3%	-0.2%	3%

No new results follow: seven of the compounds above.
SMILES	uPA surface inh	TCR act	Mito fusion act	Eya2 phos inh	Tb PFK inh	ELG1 DNA repair	TSHR antagonist	USP2a block	Chronic BCR inh	B2AR arrestin	PTAP TSG101 blk
O=C(Nc1cccc(S(=O)(=O)N2CCCCCC2)c1)c1ccc2c(c1)OCO2	-10%	0%[46.1 µM]	20%	-7%	0%	?	-16	-9%	?	0.0%	0%
O=C(CSc1ccccc1)Nc1cc(S(=O)(=O)N2CCOCC2)ccc1N1CCOCC1	6%	1%	-3%	-7%	2%	?	-10	3%	-11%	-0.3%	0%
O=C(O)C(CC1CCCCC1)N1CCS(=O)(=O)CC1 (configuration not stated)	-4%	2%	2%	1%	0%	4%	4	4%	-1%	-0.2%	0%
COc1ccc(NC(=O)c2ccc(-n3cccn3)nc2)cc1	.	-4%	1%	-5%	-2%	1%	-8	1%	1%	-0.4%	-1%
Cc1cc(SCC(=O)NC(=O)c2cccn2C)nc2ccccc12	-7%	3%	-3%	0%	-4%	0%	-4	3%	1%	0.4%	-5%
COc1ccc(-c2nc(CS(=O)CC(=O)N3CCN(C)CC3)c(C)o2)cc1 (configuration not stated)	-15%	3%	-3%	-3%	0%	21%	7	2%	2%	0.2%	-7%
COc1ccc(-c2nn(-c3ccccc3)cc2C(=O)NC2CCC(C)CC2)cc1 (configuration not stated)	2%	3%	-3%	11%	5%	5%	0	3%	3%	-0.2%	3%

Screening data from PubChem BioAssay.
